# S1P1 ag pot = agonists and agonism potentiators of human S1P1 receptor; AID 449; 56,000 compounds, 0.57% hits; P21453; S1P1 CRE-bla cells, forskolin, beta-lactamase FRET, potentiator mode; S1P1 agonist co-added at EC20, 2 nM; 100% = saturating reference agonist, 0% = basal; activation, % at 9.5 µM;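 active means activation above a cutoff set at the mean activation of all tested compounds plus 3 SD, cut at about 54% in these data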;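 further: forskolin at 4 µM as EC80 and the EC20 agonist is SEW2871; 100% = SEW2871 at its EC100 plus forskolin at EC80; some compounds past the cut are filed as inactive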
# Target sequence (P21453 whole entry, looked up): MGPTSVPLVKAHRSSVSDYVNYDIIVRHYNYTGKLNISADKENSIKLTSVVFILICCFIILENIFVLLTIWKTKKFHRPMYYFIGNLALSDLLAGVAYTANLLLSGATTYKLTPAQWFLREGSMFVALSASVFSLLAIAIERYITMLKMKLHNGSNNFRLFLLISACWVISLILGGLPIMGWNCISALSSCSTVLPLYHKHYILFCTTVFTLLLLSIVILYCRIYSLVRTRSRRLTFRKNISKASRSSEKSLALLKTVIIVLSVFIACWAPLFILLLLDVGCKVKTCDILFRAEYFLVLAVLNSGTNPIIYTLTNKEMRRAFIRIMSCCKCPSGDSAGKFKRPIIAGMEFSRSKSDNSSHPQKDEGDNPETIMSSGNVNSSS
# RORA act = RORA (human) activation; P35398; CHO-K1 Gal4-RORA LBD luciferase reporter, luminescence; percent increase over mock-subtracted basal signal; activation, % at 10 µM; 65,000 compounds, 1.5% hits; AID 560;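 active means activation above the mean of all tested compounds plus 3 SD, cut at about 49% in these data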;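 further: 0% = DMSO-treated RORA cells and 100% = added signal equal to DMSO minus mock-transfected cells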
# 5HT1a antag = blocks the human serotonin 5-HT1a receptor. P08908. AID 612. CHO 5-HT1a Ga15 NFAT-bla reporter, antagonist mode. 62,000 compounds, 0.68% hits. inhibition, % at 10 µM;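 active means inhibition above the mean of all tested compounds plus 3 SD, cut at about 43% in these data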;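 further: receptor stimulated by 5-CT agonist at 100 nM near EC80; beta-lactamase reporter measured by ratiometric fluorescence of a cleavable substrate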
# Target sequence (P08908 whole entry, looked up): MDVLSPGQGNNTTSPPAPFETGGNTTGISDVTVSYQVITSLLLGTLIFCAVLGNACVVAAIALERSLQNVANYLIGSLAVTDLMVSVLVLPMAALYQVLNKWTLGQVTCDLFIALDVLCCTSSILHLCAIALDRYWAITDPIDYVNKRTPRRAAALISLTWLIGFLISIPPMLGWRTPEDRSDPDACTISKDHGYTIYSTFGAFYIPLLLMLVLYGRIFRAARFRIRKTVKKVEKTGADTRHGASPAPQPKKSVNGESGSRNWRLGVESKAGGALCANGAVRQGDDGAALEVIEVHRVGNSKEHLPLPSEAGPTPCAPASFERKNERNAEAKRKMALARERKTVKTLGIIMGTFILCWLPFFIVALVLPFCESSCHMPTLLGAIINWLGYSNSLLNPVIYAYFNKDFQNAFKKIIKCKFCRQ
# SF1 activator = SF-1 (human) activation. Q13285. CHO-K1 Gal4-SF-1 LBD luciferase reporter; % increase over DMSO SF-1-specific signal. activation, % at 10 µM. 65,000 compounds, 1.9% hits. AID 522;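 active means activation above the mean activation of all tested compounds plus 3 SD, cut at about 50% in these data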
#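 Test system: CHO-K1 cells co-transfected with Gal4 DBD–human SF-1 LBD, 5xGal4 luciferase reporter. Quantity: 4,000 cells per well. Compound: 10 µM only. Incubation: compound added 1 h post-seeding, 20 h exposure at 37 °C, 5% CO2. Detection: SteadyLite luciferase luminescence. Replication: one test per compound.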
# S1P3 ag = agonists of human S1P3 receptor | Q99500 | S1P3 NFAT-BLA reporter cells, agonism, FRET ratio; relative to 1 µM S1P, basal subtracted | activation, % at 4.5 µM | 60,000 compounds, 0.1% hits;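 active means activation above the screen-wide mean plus 3 SD, cut at about 4.5% in these data, passing the limit was not always enough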; further: some compounds called inactive have numbers as strong as hits
#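 material = human S1P3 NFAT-BLA reporter CHO cells | schedule = 4 h compound at 37 °C, 2 h substrate at RT | measured by = fluorescent BLA substrate, ex 405 nm, em 460/535 nm ratio | controls = 1 µM S1P reference | replication = primary once, confirmation triplicate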
# AP ELISA ortho = orthogonal test for alternative complement pathway inhibitors | AID 1235 | inhibition, % at 5 µM | Human serum alternative complement pathway, LPS-coated ELISA, C3 deposition; tested in compound mixtures | 62,000 compounds, 0.08% hits;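 active means inhibition above 30% in each of the two pooled mixtures holding the compound, so the lower value exceeds 30%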;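 further: 0% = serum in Mg-EGTA without compound and 100% = EDTA serum blank; some compounds past the cut are filed as inactive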
#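 Test system: human serum alternative complement pathway, C3 deposition on LPS-coated wells; also added: Plate-bound LPS; doses: 5 µM per compound in ten-compound mixtures; schedule: 1 h at 37 °C; detection: Anti-C3 ELISA, OD 450 nm; evaluation: percent inhibition of C3 deposition onto LPS; repeats: two pool placements per compound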
# HTR1E antagonist = antagonists of human 5-HT1E serotonin receptor; 65,000 compounds, 0.99% hits; inhibition, % at 6 µM; CHO 5-HT1E Ga15 NFAT-bla reporter, FRET, antagonist; P28566;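 active means inhibition above a set limit, the mean inhibition across every tested compound plus 3 SD, cut at about 29% in these data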;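 further: signal is the 460 over 535 nm emission ratio of beta-lactamase substrate; 0% = agonist plus DMSO wells and 100% = wells without agonist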
# HTR1E agonist = activates the human 5-HT1E serotonin receptor. CHO 5-HT1E Ga15 NFAT-bla reporter, FRET; 0% DMSO wells, 100% control agonist wells. activation, % at 6 µM. 65,000 compounds, 0.69% hits. AID 574;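 active means activation above a set limit, the screen-wide mean activation plus 3 SD, cut at about 8.5% in these data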;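 further: 100% = positive control agonist at 1 µM giving full maximal response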
# tolC growth inh = growth inhibitors of E. coli BW25113 tolC mutant | growth inhibition, % at 10 µM (by protocol) | 65,000 compounds, 2.2% hits | OD615;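 active means growth inhibition at or above a cutoff equal to the mean over every tested compound plus 3 SD, cut at about 60% in these data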;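 further: growth measured after 20 h incubation at 37 °C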
#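 Signal: optical density read at 615 nm; Assay system: E. coli ΔtolC::kan strain BW25113; Times: 20 h incubation with compound, 37 °C; Dosing: 10 µM final, single dose.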
# Active calls of the source: *; nt = no result given.
SMILES,S1P1 ag pot,RORA act,5HT1a antag,SF1 activator,S1P3 ag,AP ELISA ortho,HTR1E antagonist,HTR1E agonist,tolC growth inh
CCOC(=O)c1ccccc1NC(=O)CC1Nc2ccccc2NC1=O (centres undefined),-11,-6,-6,3,-0.7,0,-7,0.3,9
COc1ccc2nc(N3CCCCC3)c(C#N)cc2c1,22,31,-6,50*,-0.2,26,7,-0.4,4
COC(=O)c1ccc(C)c(N(CCO)CCO)c1,nt,-5,7,-13,-0.2,-2,5,-1.8,-11
COc1ccc(CNc2nc3c(c(=O)[nH]c(=O)n3C)n2CCCc2ccccc2)cc1,-30,-7,-18,2,-0.3,10,-3,0.7,0
CCn1cc(C(=O)NCc2cccs2)c(=O)c2cc(S(=O)(=O)N3CCOCC3)ccc21,4,-15,-9,0,-0.8,12,3,-0.1,-7
CN1CCc2cc3c(c4c2C1CC41CCC(=NO)CC1)OCO3 (centres undefined),-16,-4,-11,1,0.7,-3,-10,3.1,-26
O=S1(=O)CC(O)C(N2CCC(c3ccccc3)CC2)C1 (centres undefined),-4,-12,-4,0,-0.3,14,-2,-0.2,-9
CCOC(=O)N1CCN(C(=O)COc2cc(=O)n(CC)c3ccccc23)CC1,-32,-1,0,-4,-0.7,20,-5,-0.1,-13
CCN(CC)CCCNC(=O)c1cc2c(=O)n(C)c3ccccc3c2n1C,-30,-15,-12,-5,0.4,4,-7,0.2,-1
CCOC(=O)c1nnn(-c2nonc2-n2cccc2)c1CN1CCC(C)CC1,5,-16,-22,4,0.8,6,7,0.6,70*
COCCNC(=O)C(c1ccncc1)N(C(=O)Cn1nnc2ccccc21)c1ccc(OC)cc1 (centres undefined),-4,-20,-5,5,1.9,18,-8,-0.8,-22
N#CC(C#SN)=C1CCCCC1,-1,-1,-4,1,0.7,10,-5,-0.1,-8
O=C(OC1CCOC1=O)c1ccc(S(=O)(=O)N2CCCCCC2)cc1 (centres undefined),16,-4,-1,-3,-0.4,6,4,-0.1,-12
CCOCC(=O)Nc1cc(-c2cn3cccnc3n2)ccc1C,nt,-7,-6,-14,nt,7,1,0.8,-19
COCCNC(=O)c1snc2ccc(Cl)cc12,nt,19,-2,-2,nt,-13,18,0.3,5
COc1cc(NC(=O)Cn2c(-c3cncs3)nc3ccccc32)cc(OC)c1OC,nt,4,-5,13,nt,13,-2,0.0,-7
O=C(Cn1cc2c(n1)CCCC2)N1CCOCC1,-30,0,10,-13,-1.1,9,14,-0.2,-9
Nc1c(S(=O)(=O)c2ccccc2)nnn1-c1ccccc1,nt,-1,11,-6,nt,7,6,-0.6,1
O=C(NCc1ccco1)C1CCCCN1S(=O)(=O)c1ccc(F)cc1 (centres undefined),20,12,2,13,-0.7,14,-10,0.0,-1
O=C(CN1C(=O)c2ccccc2S1(=O)=O)NC1CCCCCC1,-11,3,-19,-9,-0.5,15,3,0.9,-16
CC(=O)OCC(=O)NCc1ccc2c(c1)OCO2,nt,-4,1,12,nt,1,-1,-1.2,-5
Cc1ccc(S(=O)(=O)N2CCC(C(=O)N[C@H](C(=O)NCC3CCCO3)C(C)C)CC2)cc1 (some centres undefined),10,13,-14,-1,0.3,4,3,-0.8,-17
COc1cccc(NC(=O)c2ccncc2)c1,nt,44,0,0,-1.0,-7,-4,-0.1,3
CCOC(=O)N1CCN(C(=O)c2cnn3ccccc23)CC1,-32,2,-8,26,0.4,18,6,1.0,-13
Cc1ccc(N=Cc2c(O)n(C)c(=O)n(C)c2=O)nc1,nt,10,1,3,nt,20,-2,0.1,-7
# The list continues:
SMILES,S1P1 ag pot,RORA act,5HT1a antag,SF1 activator,S1P3 ag,AP ELISA ortho,HTR1E antagonist,HTR1E agonist,tolC growth inh
O=c1[nH]ncc2c3ccccc3n(Cc3ccc(F)cc3)c12,4,-8,7,10,-0.7,2,1,0.6,-14
CCCn1c2c(c(O)c(C(=O)Nc3ccc(C)cn3)c1=O)CCCC2,6,-6,3,-2,-1.0,2,-3,-1.2,-4
Cc1c(/C(O)=C2\C(=O)C(=O)N(CCCN(C)C)C2c2ccncc2)cnn1-c1ccccc1 (centres undefined),4,-9,-6,16,-1.0,-8,-2,0.3,2
COc1ccc(-c2nnc(SCC(=O)Nc3ccc(Cl)cc3)n2C)cc1,-3,-14,2,1,-0.7,-15,1,-0.2,2
COc1ccc2nc(SCC(=O)Nc3ccc4c(c3)OCCO4)[nH]c2c1,10,-15,-2,9,0.5,14,-9,-0.5,13
Cc1cc(C)nc(-n2nc(C)cc2NC(=O)c2cc3ccccc3oc2=O)n1,-15,-18,-10,-5,0.2,1,1,0.3,-2
Clc1ccc(-c2nnc3sc(-c4ccccn4)nn23)cc1,-48,-14,3,-22,0.2,4,-10,0.4,-17
CC(NS(C)(=O)=O)C(c1cccs1)N1CCN(C)CC1 (centres undefined),nt,-6,-1,-2,nt,11,12,0.3,-19
O=C(c1ccco1)N1CCN(S(=O)(=O)c2ccc(C3CCCCC3)cc2)CC1,26,15,33,-25,-1.1,3,-4,0.1,-2
CC(=O)Nc1ccc(S(=O)(=O)Nc2nc3ccccc3nc2Sc2nncn2C)cc1,nt,12,-4,8,nt,0,-7,0.0,-6
CCn1cc(C(=O)N2CC=C(c3ccccc3)CC2)c(=O)c2ccc(C)nc21,-19,-19,-12,4,0.3,12,-12,0.0,16
CCn1nnc(C(=O)O)c1C(=O)O,-7,-23,nt,-2,-3.8,nt,-5,0.1,10
CC(C)Oc1ccc(C2CC(=O)N(c3cccc(C(=O)O)c3)C2=O)cc1 (centres undefined),8,-2,1,-20,-2.1,-5,-6,0.0,-5
COc1cc2c(cc1NC(=O)Cn1cnc3c1c(=O)n(C)c(=O)n3C)oc1ccccc12,-44,2,-18,-4,0.0,12,-7,-0.3,-9
COCCn1nnnc1CN(CCc1ccccc1)Cc1cc2ccc(C)cc2[nH]c1=O,7,-1,20,15,0.3,15,-1,-0.3,32
CCN(CC)CCN1C(=O)C(O)=C(C(=O)c2cccs2)C1c1ccccn1 (centres undefined),6,18,nt,14,-4.0,6,9,0.1,-2
CC(C)(C)Cc1nnc(NS(=O)(=O)c2ccc(F)cc2)s1,2,0,8,-12,-0.3,-2,-3,-0.3,28
OC(COc1ccc(Cl)c2ccccc12)CN1CCN(c2ccccn2)CC1 (centres undefined),nt,3,9,8,nt,20,8,0.0,100*
CN1CCN(C(=O)c2cc3c(n(-c4ccccc4)c2=O)CC(C)(C)CC3=O)CC1,6,18,10,-1,0.0,-2,11,-0.8,-14
O=C(NCCCNC1CCCCC1)c1ccc(/C=N/O)nc1,3,11,-8,2,-2.2,11,-3,0.3,-11
CCOc1ccc(C(=O)OCc2nnc(-c3cccs3)o2)cc1OC,-9,0,-2,0,-0.3,12,2,-1.4,48
O=c1[nH]cnc2nc3n(c12)CCCCC3,-8,-8,2,0,-0.4,11,-5,-0.1,-36
O=C1C2CCC(C(O)C2)N1Cc1ccccc1 (centres undefined),-6,6,-3,-8,-0.7,14,1,-0.4,-8
C#CCNc1nc(C)nc2c1nnn2Cc1ccccc1F,-14,-2,-4,-4,-0.4,15,13,1.1,-1
Cc1ccccc1-c1nc(-c2cccnc2)no1,23,43,10,67*,-0.3,-14,-8,0.2,3

# Reformatted: entries from further up
# Each structure is followed by: S1P1 ag pot | RORA act | 5HT1a antag | SF1 activator | S1P3 ag | AP ELISA ortho | HTR1E antagonist | HTR1E agonist | tolC growth inh
O=C(NCCCNC1CCCCC1)c1ccc(/C=N/O)nc1
 : 3 | 11 | -8 | 2 | -2.2 | 11 | -3 | 0.3 | -11
CCOc1ccc(C(=O)OCc2nnc(-c3cccs3)o2)cc1OC
 : -9 | 0 | -2 | 0 | -0.3 | 12 | 2 | -1.4 | 48

# Some of these compounds in order of their number in S1P3 ag, ascending.
Structure,S1P3 ag
O=c1[nH]ncc2c3ccccc3n(Cc3ccc(F)cc3)c12,-0.7
CCOc1ccc(C(=O)OCc2nnc(-c3cccs3)o2)cc1OC,-0.3
Clc1ccc(-c2nnc3sc(-c4ccccn4)nn23)cc1,0.2

# Continuation:
SMILES,S1P1 ag pot,RORA act,5HT1a antag,SF1 activator,S1P3 ag,AP ELISA ortho,HTR1E antagonist,HTR1E agonist,tolC growth inh
CCCCn1c(SCC(=O)N2CCCC2)nc2c1c(=O)n(C)c(=O)n2C,-9,-14,-5,-7,-0.6,17,7,0.1,-19
N=c1n(Cc2ccccc2)c2ccccc2n1CC(O)COc1ccccc1 (centres undefined),-15,-22,22,-6,-0.7,31,5,-0.5,63*
CCn1cc(Br)c(C(=O)Nc2cccc(Cl)c2)n1,9,18,20,18,-1.4,-4,5,-0.8,26
CCOC(=O)c1ccc(N=Cc2nc(-c3ccccc3)oc2OC(C)=O)cc1,-4,18,nt,-14,-4.4,8,-1,-0.3,15
O=C(COC(=O)c1ccco1)NCc1cccs1,6,-2,-8,-4,-1.1,-3,-2,1.0,-11
COCCNC(=O)Cn1ncc2ccsc2c1=O,-25,15,-7,-20,-0.7,0,6,0.4,-7
O=C(CN1CCN(S(=O)(=O)c2ccc(Br)cc2)CC1)Nc1ccc2c(c1)OCCO2,nt,6,-1,-4,nt,6,3,-0.9,7
CCSc1nnc(NC(=O)CSc2nc3c(c(=O)n2CC)SC(C)C3)s1 (centres undefined),5,-5,0,0,-0.6,2,-4,-0.8,-7
COc1cccc(-c2nc(N3CCC(C)CC3)c3ccccc3n2)c1O,10,-3,nt,9,0.9,nt,-30,1.2,13
CSCCC(NS(=O)(=O)/C=C/c1ccccc1)C(=O)N1CCC(C)CC1 (centres undefined),9,19,8,20,-0.5,9,-2,0.7,11
c1ccc(-c2cnc(-c3cccnc3)o2)cc1,-14,18,16,9,-0.2,11,2,-0.4,3
Cc1ccc2c(CC(=O)OC(C)C(=O)NCc3ccc4c(c3)OCO4)coc2c1 (centres undefined),-16,-1,-5,3,0.0,4,-5,-0.6,22
CC(=O)c1ccc(NC2CC(O)C(O)CO2)cc1 (centres undefined),-13,4,-7,-14,-1.2,5,3,0.2,-12
Cc1ccc(C)c(N(C)S(=O)(=O)c2cccc3nsnc23)c1,nt,0,-2,-11,nt,19,-2,-0.2,5
O=C1c2[nH]nc(-c3ccccc3O)c2C(c2ccccc2)N1Cc1ccco1 (centres undefined),-10,5,44*,12,-1.9,-3,-8,0.3,98*
CCCCOc1ccc(C2(C)CC(=O)NC2=O)cc1 (centres undefined),3,15,14,12,-1.3,3,15,-0.9,5
CCOC(=O)c1c(NC(=O)c2nn(CC)cc2Br)sc2c1CCCCC2,-12,2,0,6,-0.6,3,14,0.4,12
CCN(CC)c1ncccc1C(=O)NCc1cccs1,0,-9,-4,15,-0.6,nt,7,0.3,-2
